Compound activity: PubChem BioAssay, several laboratories
GLD-1 TGE inh: GLD-1-TGE RNA interaction inhibition (C. elegans); Q17339; purified GLD-1 + fluorescein TGE RNA, fluorescence polarization; 320,000 compounds, 0.44% hits; inhibition, % at 5.96 µM; AID 2280;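 active = percent inhibition above a per-plate cutoff, the plate mean of test compounds plus 3 SD, cut at about 30% in these data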;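 also: 0% = DMSO wells with GLD-1 and probe and 100% = wells lacking GLD-1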
Fam108B inh: Fam108B inhibition, counter-screen for RBBP9 inhibitors; recombinant Fam108B, FP-Rh probe fluorescence polarization; inhibition, % at 9.51 µM; 300,000 compounds, 0.33% hits;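 active = inhibition above the screen mean inhibition plus 3 SD, computed separately per campaign, cut at about 18% in these data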;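 also: inhibitors lower polarization as less probe binds the enzyme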
PAFAH1B2 inh: inhibitors of human PAFAH1B2; P68402; recombinant PAFAH1B2, FP-rhodamine activity probe, fluorescence polarization; inhibition, % at 3.39 µM; 340,000 compounds, 1.2% hits; AID 492953;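 active = inhibition above the mean of all tested compounds plus 3 SD, cut at about 24% in these data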;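 also: 0% = enzyme with DMSO and 100% = wells lacking PAFAH1B2; many of its hits are not listed in these tables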
Target sequence (P68402 whole entry, looked up): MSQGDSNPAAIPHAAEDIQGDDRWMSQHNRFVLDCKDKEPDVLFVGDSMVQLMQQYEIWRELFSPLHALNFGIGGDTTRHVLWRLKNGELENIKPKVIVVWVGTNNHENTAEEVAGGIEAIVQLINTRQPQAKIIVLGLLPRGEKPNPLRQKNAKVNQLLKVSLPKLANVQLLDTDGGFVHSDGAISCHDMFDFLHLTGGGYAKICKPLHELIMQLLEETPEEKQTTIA
PME-1 primary: PME-1 (human) inhibition | inhibition, % at 5.9 µM | recombinant PME-1, FP-Rh probe fluorescence polarization | 320,000 compounds, 0.53% hits | Q9Y570;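 active = inhibition above the campaign mean of all compounds plus 3 SD, cut at about 26% in these data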;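 also: competitive labeling of PME-1 active site by serine hydrolase directed probe; 0% = PME-1 with DMSO and 100% = wells lacking PME-1 enzyme; inhibitors block probe labeling so polarization falls and inhibition rises; many of its hits are not listed in these tables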
MCL1-BIM inh: MCL1-BIM-BH3 interaction inhibition (human). AID 2057. inhibition, % at 10.9 µM. Q07820. GST-MCL1 / FITC-Bim-BH3 fluorescence polarization. 320,000 compounds, 0.68% hits;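 active = inhibition above the mean inhibition of all tested compounds plus 3 SD, set per campaign, cut at about 40% in these data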;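 also: 0% = DMSO wells and 100% = unlabeled Bim-BH3 peptide control; higher means more loss of mP so more displacement of Bim peptide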
pPAFAH inh: pPAFAH (human) enzyme inhibition; Q13093; recombinant pPAFAH, FP-rhodamine probe fluorescence polarization; inhibition, % at 3.39 µM; 330,000 compounds, 1.5% hits; AID 463082;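 active = inhibition above the mean inhibition across the screen plus 3 SD, cut at about 25% in these data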;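 also: inhibitors block binding of the rhodamine activity-based probe so polarization drops; 0% = enzyme with DMSO and 100% = wells lacking pPAFAH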
Target sequence (Q13093 whole entry, looked up): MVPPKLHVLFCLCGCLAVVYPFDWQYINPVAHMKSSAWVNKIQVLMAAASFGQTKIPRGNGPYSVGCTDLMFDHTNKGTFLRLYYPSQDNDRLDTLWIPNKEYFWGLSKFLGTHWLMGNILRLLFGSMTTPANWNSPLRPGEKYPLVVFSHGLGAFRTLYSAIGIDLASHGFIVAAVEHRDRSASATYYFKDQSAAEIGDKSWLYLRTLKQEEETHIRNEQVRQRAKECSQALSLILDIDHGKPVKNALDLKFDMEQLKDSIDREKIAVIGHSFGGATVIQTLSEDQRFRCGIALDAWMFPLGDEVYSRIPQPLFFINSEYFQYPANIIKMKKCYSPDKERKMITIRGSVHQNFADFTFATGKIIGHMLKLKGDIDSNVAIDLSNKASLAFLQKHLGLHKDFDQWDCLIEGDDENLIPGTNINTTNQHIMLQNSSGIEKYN
MEX-5 binding: C. elegans MEX-5 TCR-2 RNA binding activity | Q9XUB2 | MEX-5/FITC-TCR2 RNA binding, fluorescence polarization; active compounds read low | activity score (negative = inhibition of binding), % at 10 µM | 300,000 compounds, 0.38% hits;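 active = inhibition past about -25% in most replicates, and total fluorescence under double the plate's negative control median, limit read from the data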;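 also: 0% = DMSO and -100% = 5 µM competing unlabeled TCR2 RNA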
AHR activator: activates the human aryl hydrocarbon receptor. P35869. AHR-responsive luciferase reporter cells, luminescence. activation, % at 5 µM. 320,000 compounds, 2.5% hits. AID 2796; in the data active = activation above about 47%;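 also: 0% = vehicle wells and 100% = reference agonist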
BCLXL inh: blocks human Bcl-xL binding to Bim BH3 peptide; Q07817; GST-Bcl-xL / FITC-Bim BH3 peptide fluorescence polarization; inhibition, % at 10.9 µM; 320,000 compounds, 0.7% hits;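 active = inhibition above the mean of all tested compounds plus 3 SD, cutoff set per campaign, cut at about 30% in these data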;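 also: 0% = DMSO wells and 100% = unlabeled Bim-BH3 peptide competitor; inhibitors lower millipolarization by displacing the labeled peptide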
Target sequence (Q07817 whole entry, looked up): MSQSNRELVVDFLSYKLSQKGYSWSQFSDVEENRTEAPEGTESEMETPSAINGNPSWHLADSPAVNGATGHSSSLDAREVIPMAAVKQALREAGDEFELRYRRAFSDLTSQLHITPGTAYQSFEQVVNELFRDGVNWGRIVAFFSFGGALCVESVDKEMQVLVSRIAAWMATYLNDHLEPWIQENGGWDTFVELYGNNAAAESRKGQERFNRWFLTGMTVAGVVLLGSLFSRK
Starred values were filed as active, the others as inactive; nt = no result given. These rows are one share of the data; rates above refer to the full screens.

SMILES	GLD-1 TGE inh	Fam108B inh	PAFAH1B2 inh	PME-1 primary	MCL1-BIM inh	pPAFAH inh	MEX-5 binding	AHR activator	BCLXL inh
CC(CCc1ccccc1)NC(=O)COC(=O)c1cc(NS(=O)(=O)c2ccc(Cl)c([N+](=O)[O-])c2)ccc1O (configuration not stated)	5	0	12	19	6	17	1.5	-1	-1
CCCNC(=O)COC(=O)c1ccc(-c2ccccc2)cc1	-4	3	-1	-1	-6	25*	0.8	-1	-2
CCN(CC)C(=O)CN(Cc1ccccc1)S(=O)(=O)c1ccc(F)cc1	1	1	6	-1	0	3	-0.7	0	2
NC(=O)c1c(NC(=O)c2ccco2)sc2c1CCC2	7	-5	-2	-2	7	7	-0.1	76*	9
O=C1S/C(=C\c2ccccc2)C(=O)N1CC(O)Cn1c2ccccc2c2ccccc21 (configuration not stated)	3	-32	-4	-45	5	-19	0.5	1	1
Cc1nn(Cc2c(Cl)cccc2Cl)c(C)c1NC(=O)c1cn(-c2ccccc2)nc1-c1ccccc1	-3	1	2	-1	-3	1	0.9	0	3
CCOC(=O)CCCNC(=O)c1cncc(Br)c1	3	-2	3	-3	-6	-3	-1.1	1	-2
COC(=O)N/N=C/c1ccc(-c2ccccc2Cl)o1	3	-5	-2	1	-5	0	-0.8	0	-2
Cc1ccc(/C=C(/NC(=O)c2ccccc2)C(=O)NC(Cc2c[nH]c3ccccc23)C(=O)O)cc1 (configuration not stated)	4	-1	7	-5	-9	0	1.0	14	-6
COc1ccc(CCNc2nc(-c3ccncc3)cs2)cc1OC	-5	-2	3	3	-1	7	4.8	66*	1
COCCCNC(=O)CCn1nc(-c2ccc(Cl)cc2)ccc1=O	5	7	5	0	7	4	-1.2	3	3
NC(=O)c1ccsc1NC(=O)COC(=O)/C=C/c1ccccc1	2	-1	6	-84	-6	6	3.4	4	9
Cc1nc2sc(C(c3cccc(F)c3)N3CCOCC3)c(O)n2n1 (configuration not stated)	-1	-2	-4	1	8	1	1.3	-1	7
COc1ccc(OC)c(NC(=O)C(=O)NCc2ccncc2)c1	1	-5	2	2	8	1	0.5	37	3
CCOC(=O)c1[nH]c2ccccc2c1NC(=O)C(CC)CC	2	0	2	-3	5	3	1.3	-1	1
CC1Cc2ccccc2N1C(=O)Cc1cccs1 (configuration not stated)	3	3	0	-6	5	-7	1.3	-2	6
CCCNC(=O)CN1C(=O)NC(CCSC)C1=O (configuration not stated)	6	-1	-1	-3	-4	2	1.9	0	5
CCN(CC)Cc1ccc(OC)c(Cl)c1	6	1	nt	-3	3	5	-1.7	2	6
COc1ccc(/C=C/C(=O)OCC(=O)c2c(C)[nH]c3ccccc23)cc1OC	5	-12	-4	-21	1	-5	-1.9	0	1
Cc1ccc(-n2c(SCC(=O)Nc3ccc4cn[nH]c4c3)nnc2-c2ccco2)cc1	-3	-2	-1	-1	-2	-7	-0.7	9	-4
COc1ccc(C2=NO[C@@H]3[C@@H]4C[C@@H]([C@H]5C(=O)N(c6ccc7c(c6)OCO7)C(=O)[C@@H]45)[C@H]23)cc1OC	2	0	5	-1	-2	3	2.3	6	5
Cc1ccccc1NC(=S)N(Cc1ccccc1)Cc1cccnc1	-8	-6	3	-4	14	-4	-4.0	1	5
Cc1sc2ncnc(NCc3cccs3)c2c1C	1	2	8	-5	-5	-5	0.6	-1	1
COc1ccc2cc(C#N)c(SCC(=O)N3CCCC3)nc2c1	3	0	1	1	0	-1	-0.5	6	1
C=CC[C@H](CC(=O)NCCO)C(=O)NCCOC(=O)[C@@H](CC=C)CC(=O)OC(C)(C)C	3	nt	-5	nt	nt	2	nt	0	nt
Further entries
SMILES	GLD-1 TGE inh	Fam108B inh	PAFAH1B2 inh	PME-1 primary	MCL1-BIM inh	pPAFAH inh	MEX-5 binding	AHR activator	BCLXL inh
O=C(c1cccnc1)N1CCN(S(=O)(=O)c2ccc(Cl)cc2)CC1	3	-3	12	4	3	0	0.8	0	0
CCN1C(=O)[C@H]2[C@@H](c3ccc(-c4cc(C(C)=O)cs4)cc3)N3CCC[C@@]3(C(=O)OC)[C@H]2C1=O	0	5	-2	-1	6	3	nt	0	4
CCOc1ccccc1NC(=O)Nc1cnccn1	4	-1	-2	0	0	3	0.4	24	1
CCc1ccc(NC(=O)C(=O)NCCN2CCN(C(=O)c3ccco3)CC2)cc1	1	-6	0	-3	-2	3	-1.2	9	-3
O=C(CNc1cccc(S(=O)(=O)N2CCCCCC2)c1)Nc1cccc([N+](=O)[O-])c1	4	nt	7	9	2	8	nt	0	5
CCn1c(Cc2ccccc2)n[nH]c1=S	3	2	6	-5	4	6	-0.8	-2	-14
Cc1cccc(N2CCN(C(c3ccccc3)c3nnnn3CC3CCCO3)CC2)c1C (configuration not stated)	-7	3	1	0	-7	-1	1.6	5	4
CCCCN(C(=O)C(C)Oc1ccc(Br)cc1)c1c(N)n(Cc2ccccc2)c(=O)[nH]c1=O (configuration not stated)	-3	-8	-3	7	-18	0	3.3	-2	-7
CCOc1ccc2c(c1)-c1c(ssc1=S)C(C)(C)N2	10	10	4	18	9	10	-4.1	2	8
CCN(CC)CCNC(=S)NC(=O)c1cn(-c2ccccc2)nc1-c1ccc(OC)cc1	-3	1	-2	6	8	-4	-2.5	4	4
COc1ccc(C(=O)NCCn2cc(SCC(=O)NCC3CCCO3)c3ccccc32)cc1OC (configuration not stated)	-3	-2	-3	1	-1	-2	-1.8	0	2
O=C(O)COc1ccc(C(=O)Cc2ccc3c(c2)OCCCO3)c(O)c1	1	-2	-11	0	9	-1	-0.4	-1	5
Cc1scc(C(=O)NNC(=O)CCC(=O)O)c1C	-3	-5	4	-7	-4	-2	-2.7	0	1
CCC(=O)Nc1c(-c2ccc(C)cc2)nc2ccc(C)cn12	3	0	6	-3	0	0	-2.5	14	1
CCc1ccccc1NC(=S)N(Cc1cccs1)C1CCCC1	-1	-5	8	0	4	5	-0.7	0	4
Cc1ccc(C)c(NC(=O)CSc2nc3ccc(N4C(=O)c5ccccc5C4=O)cc3s2)c1	-8	-21	-9	-19	-6	3	-1.5	24	0
CCOc1cc(N2CCOCC2)c(OCC)cc1NC(=O)CN1C(=O)NC(Cc2ccccc2)C1=O (configuration not stated)	-2	4	2	-11	-5	-5	0.0	1	0
O=S(=O)(Cc1ccc(Cl)cc1)Nc1ccc(Cl)cn1	2	0	20	-2	2	3	-0.2	9	3
c1ccc(-c2csc(-c3cccnc3)n2)cc1	-3	-5	2	3	5	1	0.4	22	2
CCO[C@H]1OC(C(=O)N2CCN(C)CC2)=C[C@@H](c2ccc(C(F)(F)F)cc2)[C@@H]1CCCO	1	2	1	4	-5	1	-0.5	8	-6
COc1cc(NS(=O)(=O)c2ccc(NC(=O)COc3ccc(C)cc3C)cc2)nc(OC)n1	9	4	2	5	7	5	-0.4	-1	10
CC(C)C1C(=O)CC(c2ccccc2)NC1c1ccccc1 (configuration not stated)	0	6	0	6	-3	-2	2.3	-2	4
COc1ccc(CN2CCC(C(=O)NCCc3ccc(OC)c(OC)c3)CC2)c(OC)c1	0	-2	4	-2	1	3	0.4	2	3
C#CCNC(=O)C1=C[C@@H](c2cn(C(C)=O)c3ccccc23)C[C@@H](OCCCCO)O1	-10	4	-2	1	13	1	4.0	65*	7
CCCc1nnc(SCC(=O)NC2CC2)n1C	7	1	6	1	-1	5	-0.5	0	0
Next section
SMILES	GLD-1 TGE inh	Fam108B inh	PAFAH1B2 inh	PME-1 primary	MCL1-BIM inh	pPAFAH inh	MEX-5 binding	AHR activator	BCLXL inh
Cc1ccccc1OCC(=O)NNC(=O)C1CC(=O)N(c2ccc3c(c2)OCCO3)C1 (configuration not stated)	1	nt	6	-2	-5	-5	nt	2	-2
CC(C)(C)c1ccc(NC(=O)Nc2ccc(OCC(=O)N3CCOCC3)cc2)cc1	3	-4	3	5	3	9	-1.2	7	4
COc1ccccc1-c1cc(C(=O)NC2CCCC2)no1	2	-2	2	7	-3	11	0.7	29	-2
CCOc1ccc2c(c1)C(=O)C(=O)N2CC1COc2ccccc2O1 (configuration not stated)	2	1	4	5	-7	0	0.6	1	-5
c1cncc(-c2cccnc2)c1	3	-1	5	0	9	-4	3.0	-1	1
Cc1ccc(NC(=O)COC(=O)c2nn(-c3ccc(Cl)cc3)cc2O)cc1	5	nt	-3	nt	nt	2	nt	3	nt
Cc1ccc(CNC(=O)C2CCC(=O)N(CCc3ccc(Cl)cc3)C2)cc1 (configuration not stated)	4	1	12	4	-4	-2	-1.1	6	-4
COc1ccc(NC(=O)Cn2cc(S(=O)(=O)Cc3ccccc3)c3ccccc32)c(OC)c1	2	2	4	6	3	24	-0.4	19	10
COc1ccc(N(CC(=O)Nc2cccc(C(C)=O)c2)S(C)(=O)=O)cc1OC	-5	1	4	5	6	-4	-2.1	1	0
O=c1[nH]c(Nc2ccccc2)cc2ccccc12	55*	24*	8	9	38	-6	-19	3	54*
C[C@H](CO)N1C[C@H](C)[C@@H](CN(C)C(=O)Nc2ccc(C(F)(F)F)cc2)Oc2c(NC(=O)C3CCCCC3)cccc2C1=O	3	nt	11	nt	nt	2	nt	4	nt
CCC(=O)Nc1ccc(/C(C)=N/NC(=O)c2c(-c3ccccc3Cl)noc2C)cc1	0	1	6	-2	-3	4	1.2	1	0
C=CCN1C=C2C(=O)C(C)(OC(=O)CCC(=O)OC)C(=O)C=C2C=C1C1CC1 (configuration not stated)	15	-1	0	3	30	4	-2.0	-1	24
COc1ccccc1NS(=O)(=O)c1cc(NC(=O)C(C)NC(N)=O)ccc1N1CCCC1 (configuration not stated)	0	nt	8	1	-2	1	nt	1	2
CC(C)C(=O)Nc1cccc(C(=O)Nc2cc([N+](=O)[O-])ccc2Cl)c1	0	-7	-2	-8	-1	4	0.9	32	4
Cc1nc2ccccc2c(=O)n1/N=C/c1ccccc1	-1	3	4	0	13	-2	-1.7	5	4
C=CCn1c(SCC(=O)c2ccc(Br)cc2)nnc1C(CC(C)C)NC(=O)c1cccs1 (configuration not stated)	9	-5	4	0	5	1	-2.0	-2	3
CCc1ccc2c(c1)c1nc(C)sc1n2CC(=O)OC	-2	2	8	10	-2	8	-0.8	8	4
Cc1ccc(OCc2cnc(Cl)s2)c(C)c1	2	2	3	1	2	6	2.0	0	6
N/C(=N\OC(=O)COc1ccc(Br)cc1)c1ccncc1	6	-3	17	1	1	0	-1.9	5	1
COc1cc(CCC(O)CC(=O)CCc2ccccc2)ccc1O (configuration not stated)	3	-4	13	2	3	7	3.3	-1	6
O=C(COc1ccc(Cl)cc1Cl)Nc1ccc(Cl)cn1	-3	-2	2	-3	-2	3	-3.5	-2	2
COc1ccc(N2CCN(CC(=O)c3c(C)n(C)c4ccc(OC)cc34)CC2)cc1	8	6	nt	2	2	0	4.1	12	6
Cc1ccc(CNc2ccc(N3C(=O)CC(C)C3=O)cc2[N+](=O)[O-])cc1 (configuration not stated)	4	1	4	0	-1	7	-1.1	-1	10
CCOC(=O)c1nc(Nc2ccc(C(=O)O)cc2)c2ccccc2n1	7	-2	1	-2	10	6	-3.2	5	3
O=C(CN1C(=O)NC2(CCCC2)C1=O)OCCOc1ccccc1Cl	4	0	-1	-3	-1	2	0.3	4	-1
Cc1nn(C)c(C)c1NC(=O)c1ccc(S(=O)(=O)N(C)C)cc1	2	-2	-2	-2	4	-1	-2.8	-2	7
N=C1C(c2ccccc2)=C(O)CN1c1cccc(S(=O)(=O)Nc2cccc(C(F)(F)F)c2)c1	0	4	0	2	15	7	1.8	-1	-1
O=C(Nc1ccc(F)cc1)NC1(C(=O)NCc2cccs2)CCCCC1	2	-1	5	-4	2	1	1.0	0	3
